Assay outcomes: PubChem BioAssay, National Center for Advancing Translational Sciences (NCATS)
Sm TGR inh = blocks Schistosoma mansoni thioredoxin glutathione reductase | Q962Y6 | purified TGR, DTNB reduction, TNB absorbance 405 nm | Potency, µM (highest dose often 114 µM), without a hit: at the top dose activity change, negative = inhibition, actives largely listed as inhibitors | 3% of 360,000 active | AID 485364; note: potency is the fitted concentration of half-maximal effect; nearly all actives have a fitted effect of over 60% in size
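First, TGR (20 nM dispensed) and NADPH were mixed with compound. Second, a 15 min room-temperature incubation followed. Third, further NADPH and then DTNB were added to start the reaction. Finally, TNB absorbance was monitored kinetically.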
HCMV inh = human cytomegalovirus inhibition | HFF cells, HCMV-luciferase reporter, 72 h; stronger effect = lower value | activity change, negative = inhibition, % at 57.5 µM | 4.5% of 410,000 active; in the data active = activity change below about -60%; inconclusive = no clear call, values can overlap the other calls; inactive = above about -39%
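Steps: HFFs plated, 16 h 37C; compounds added; HCMV-luciferase added to MOI 1 PFU/cell; 72 h 37C; OneGlo reagent, 5 min room temperature; luminescence read, normalized to controls.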
AMA1-RON2 inh = disrupts binding of P. falciparum AMA1 to RON2. AlphaScreen AMA1-biotinylated RON2 peptide binding. Potency, µM (top dose mostly 58.2 µM), without a hit: at the highest dose activity change, negative = inhibition, most hits filed as inhibitors. 0.2% of 360,000 active;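 note: potency is the fitted concentration of half-maximal effect; 0% = vehicle wells and -100% = peptide control; nearly all actives have a fitted effect of over 45% in size; some results filed as inactive show a strong effect at the top dose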
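AMA1 (3D7) with his tag at 25 nM final met compounds first, then biotinylated RON2 peptide at 25 nM; detection used donor plus acceptor beads, 10 µg/mL apiece, read by AlphaScreen after 30 min at room temperature.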
AmpC detergent = AmpC beta-lactamase inhibition with detergent present. AmpC hydrolysis of nitrocefin, absorbance 480 nm, 0.01% Triton. AID 485294. P00811. 0.041% of 370,000 active. Potency, µM (titrated, usually from 114 µM), inactives show at the highest dose activity change, negative = inhibition, hits mostly inhibitors;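 note: potency is the fitted concentration of half-maximal effect; 0% = no-compound wells and -100% = no-enzyme wells; nearly all actives have a fitted effect of over 25% in size; some results filed as inactive show a strong effect at the top dose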
Target sequence (P00811 whole entry, looked up): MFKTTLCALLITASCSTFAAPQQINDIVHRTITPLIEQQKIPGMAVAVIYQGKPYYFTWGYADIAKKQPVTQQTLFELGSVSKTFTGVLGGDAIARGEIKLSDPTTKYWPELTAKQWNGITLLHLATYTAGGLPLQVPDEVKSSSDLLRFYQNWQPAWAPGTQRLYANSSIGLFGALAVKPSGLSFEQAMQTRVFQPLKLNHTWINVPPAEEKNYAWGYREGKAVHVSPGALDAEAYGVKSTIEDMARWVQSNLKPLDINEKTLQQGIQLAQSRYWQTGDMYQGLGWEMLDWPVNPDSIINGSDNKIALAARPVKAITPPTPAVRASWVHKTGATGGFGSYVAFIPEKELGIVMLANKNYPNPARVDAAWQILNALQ
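AmpC (5.3 nM in the dispensed reagent) in 20 mM phosphate pH 7.0 with 0.01% (detergent screen) or 0.0001% Triton X-100 was preincubated with compounds for 15 min at room temperature. Nitrocefin was then added from an 800 uM solution, and hydrolysis was followed at 480 nm.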
FBPA Giardia inh = Giardia lamblia aldolase inhibition; 0.71% of 290,000 active; Potency, µM (doses to about 59.6 µM), for the others: top-dose activity, negative = inhibition, hits mostly inhibitors; purified Giardia FBPA; A8B2U2; note: potency is the fitted concentration of half-maximal effect; nearly all actives have a fitted effect of over 55% in size
Target sequence (A8B2U2 whole entry, looked up): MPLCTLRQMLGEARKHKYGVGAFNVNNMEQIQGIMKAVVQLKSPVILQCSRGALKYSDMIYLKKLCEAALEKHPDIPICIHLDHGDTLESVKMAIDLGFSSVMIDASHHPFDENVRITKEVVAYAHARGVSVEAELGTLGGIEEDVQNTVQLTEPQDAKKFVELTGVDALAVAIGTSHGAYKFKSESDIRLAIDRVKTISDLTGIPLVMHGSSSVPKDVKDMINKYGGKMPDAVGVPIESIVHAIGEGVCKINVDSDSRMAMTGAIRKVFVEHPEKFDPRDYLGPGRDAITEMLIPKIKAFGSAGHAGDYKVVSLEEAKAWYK
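Giardia FBPA (40 nM reagent) was preincubated 10 min at RT with compound (up to 57.5 uM final), then substrate plus GAPDH/TPI/NAD/arsenate coupling system with diaphorase/resazurin was added; resorufin fluorescence (525/598 nm) was read after 20 min.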
HCV inh = HCV inhibition. Potency, µM (top dose mostly 41.8 µM), inactives show at the highest dose activity change, negative = inhibition, most hits filed as inhibitors. 3.4% of 340,000 active. AID 651820. Huh7.5.1 HCVcc-Cre infection, luciferase reporter, 44 h; note: potency is the fitted concentration of half-maximal effect
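Compounds are dispensed onto cells plated 4 h earlier at 1,000 per well, with HCVcc-Cre virus (about 0.5 moi) added next. Following 44 h of culture, luminescent signal is measured for 15 sec after 15 min with substrate at room temperature.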
An asterisk follows results filed as active; ? = inconclusive; · = not tested or not shown; & = joins results of further samples; [ ] = another dose, or the depositor's remark. Unless noted, calls come from the whole dose curve; as a rule, active = well fitted curve in the direction sought with a large enough effect; inconclusive = small, poorly fitted or top-dose-only effect, or another doubt; inactive = no such curve, though single readings can be large; an effect the other way counts as inactive or inconclusive. Unless noted, % is set by controls: 0 for no effect and ±100 for the full control effect.

Field names: A = Sm TGR inh; B = HCMV inh; C = AMA1-RON2 inh; D = AmpC detergent; E = FBPA Giardia inh; F = HCV inh
> Cc1cc(C)c2c(n1)SCCN2C(=O)Nc1ccc(C(=O)Nc2ccc(C(C)C)cc2)cc1
  A: 1%	B: 0	C: ·	D: -4%	E: ·	F: ·
> O=c1n(-c2ccccc2)c(=O)n2n1CCCC2
  A: 1%	B: -22	C: ?	D: ?	E: -5%	F: -6%
> O=C(CSc1ccc(Cl)cc1)Nc1ccc(N2CCN(c3ccccc3)CC2)c(F)c1
  A: 17%	B: -7	C: -7%	D: 1%	E: 2%	F: 17%
> COc1ccc(C2Nc3ccccc3C(=O)N2C2CCCCC2)cc1 (configuration not stated)
  A: -1%	B: 44	C: -4%	D: -6%	E: -2%	F: -18%
> O=C(CSc1nnc2c(n1)[nH]c1ccccc12)Nc1nncs1
  A: 7%	B: 22	C: 11%	D: -7%	E: -15%	F: -11%
> Cc1cc(C(=O)CSc2nc3ccccc3[nH]2)c(C)n1Cc1ccco1
  A: -3%	B: -85*	C: -22%	D: -13%	E: -7%	F: ?
> CSCc1ccc(C(=O)N2CCC(CCC(=O)N(C)Cc3ccccc3)CC2)o1
  A: 4%	B: 8	C: -4%	D: -3%	E: -3%	F: -8%
> NCCc1ccc(S(=O)(=O)F)cc1
  A: -11%	B: 21	C: -1%	D: ?	E: -2%	F: -28%
> Nc1cc(=O)[nH]n1C1CCCCC1
  A: -14%	B: -34	C: 0%	D: 5%	E: 3%	F: 0%
> Cc1ccc(S(=O)(=O)N2CCCc3cc(NS(=O)(=O)c4ccc(F)c(C)c4)ccc32)cc1
  A: 5%	B: -60*	C: ·	D: -6%	E: ·	F: ·

Given with values under each structure: part of the list above
The line under a structure holds: Sm TGR inh | HCMV inh | AMA1-RON2 inh | AmpC detergent | FBPA Giardia inh | HCV inh
COc1ccc(C2Nc3ccccc3C(=O)N2C2CCCCC2)cc1 (configuration not stated)
 : -1% | 44 | -4% | -6% | -2% | -18%
Cc1cc(C(=O)CSc2nc3ccccc3[nH]2)c(C)n1Cc1ccco1
 : -3% | -85* | -22% | -13% | -7% | ?
O=c1n(-c2ccccc2)c(=O)n2n1CCCC2
 : 1% | -22 | ? | ? | -5% | -6%

(more compounds)
Field names: A = Sm TGR inh; B = HCMV inh; C = AMA1-RON2 inh; D = AmpC detergent; E = FBPA Giardia inh; F = HCV inh
> COc1ccc(NC(=O)CSc2nc(N3CCCCC3)nc(N3CCCCC3)n2)cc1
  A: 1%	B: -20	C: -3%	D: -8%	E: 7%	F: ?
> O=C(Nc1ccc(F)c(Cl)c1)c1nsc(Cl)c1Cl
  A: 21%	B: 293	C: 5%	D: 1%	E: -1%	F: ?
> CC(C)C(CCNCc1ccccn1)c1ccc(Cl)cc1 (configuration not stated)
  A: -13%	B: ?	C: 34%[activator]	D: 1%	E: ?	F: ?
> C=CCOc1cccc(/C=N/NC(=O)CN(c2cc(Cl)ccc2OC)S(=O)(=O)c2ccc(C)c([N+](=O)[O-])c2)c1
  A: -15%	B: -5	C: ?	D: ?	E: -2%	F: ?
> Cc1cc(C)cc(NC(=O)COc2coc(CN3CCc4ccccc43)cc2=O)c1
  A: ?	B: -7	C: -15%	D: -15%	E: ·	F: ?
> COc1cc2[nH]c(=O)n(CCC(=O)N3CCN(Cc4ccc5c(c4)OCO5)CC3)c(=O)c2cc1OC
  A: 2%	B: -30	C: 42%[activator]	D: 5%	E: 3%	F: -1%
> COc1cc2c(cc1OC)C1=C(C#N)CC/C(=N\S(=O)(=O)c3ccccc3)N1CC2
  A: 0%	B: 132	C: 0%	D: -8%	E: -7%	F: -13%
> CC(C)NC(=O)N(C)C[C@H]1Oc2c(NC(=O)Nc3ccc4c(c3)OCO4)cccc2C(=O)N([C@H](C)CO)C[C@@H]1C
  A: ·	B: 16	C: 5%	D: ·	E: ·	F: 2%
> COc1ccc(CN(CC(=O)NC2CCCCC2)C(=O)CCCC(=O)Nc2ccccn2)cc1
  A: 11%[57.1 µM]	B: -25	C: -4%	D: -5%	E: 4%	F: 2%
> CC(C)C[C@H](NC(=O)OC(C)(C)C)c1nnc(SCc2cccc(F)c2)o1
  A: 11%	B: -18	C: 54%[activator]	D: 4%	E: -15%	F: -14%
> COc1cccc(C2SCC(=O)N2c2cccc(C)c2)c1OC (configuration not stated)
  A: -4%	B: -7	C: -7%	D: ?	E: 4%	F: 7%
> Cc1ccc(-c2nc(S(=O)(=O)c3ccc(C)cc3)c(N3CCN(c4ccccc4)CC3)o2)cc1
  A: 2%	B: 0	C: ·	D: 12%	E: ·	F: ·
> COc1ccc(F)cc1C(=O)C1CCCN(Cc2cn(C)c3ccccc23)C1 (configuration not stated)
  A: -15%	B: -27	C: 0%	D: 2%	E: -2%	F: ?
> COc1ccc(N2CCN(C(=O)c3ccc(C)cc3)CC2)c([N+](=O)[O-])c1
  A: -4%	B: -8	C: ?	D: 3%	E: 0%	F: -14%
> COCCN(C)Cc1cn(-c2ccc(F)cc2F)nc1-c1ccccc1C
  A: 5µM*	B: ?	C: -10%	D: -1%	E: ?	F: -4%
> CCN(CC)C1CCN(C(=O)c2ccc(OC3CCN(Cc4ccccn4)CC3)cc2)C1 (configuration not stated)
  A: -13%	B: 0	C: 93%[activator]	D: -10%	E: 6%	F: -10%
> Cc1oc(-c2cccc(Br)c2)nc1CN1CCC(C(=O)NCc2ccccc2)CC1
  A: 16%	B: 0	C: ·	D: 0%	E: ·	F: ·
> COc1ccc(NS(=O)(=O)c2cccc(C(=O)NCC(c3ccccc3OC)N3CCCC3)c2)cc1 (configuration not stated)
  A: -23%	B: -26	C: 50%[activator]	D: ?	E: ·	F: -19%
> COC(=O)c1ccccc1NC(=O)CSc1nccc(C)n1
  A: -1%[57.1 µM]	B: -4	C: 14%	D: -5%	E: -4%	F: -18%
> Cc1nn2c(N3CCN(C(=O)c4ccco4)CC3)cc(C(C)(C)C)nc2c1-c1ccccc1
  A: 4%	B: -64*	C: 0%	D: -8%	E: 2%	F: 13%
> Cc1ccc(C)c2sc(N3CCN(C(=O)C(C)(C)C)CC3)nc12
  A: ?	B: -8	C: ·	D: -1%	E: ·	F: ·
> O=c1c(S(=O)(=O)c2cccc(Cl)c2)cn(Cc2ccccc2)c2cc(N3CCOCC3)c(F)cc12
  A: 0%	B: 53	C: ·	D: 8%	E: ·	F: ·
> Cc1cccc(Nc2nc(N)c([N+](=O)[O-])c(N3CCN(C)CC3)n2)c1
  A: -9%	B: 27	C: 2%	D: -5%	E: 5%	F: ?
> Cc1onc(-c2c(F)cccc2Cl)c1C(=O)OCn1nnc2ccccc2c1=O
  A: -10%	B: 8	C: 15%	D: -4%	E: 2%	F: ?
> CN(C)S(=O)(=O)c1ccc(N2CCOCC2)c(C(=O)NCc2ccc3c(c2)OCO3)c1
  A: 0%	B: -29	C: 3%	D: 0%	E: ·	F: 8%
> CC(C)c1ccc(C2NC(=O)c3ccccc3O2)cc1 (configuration not stated)
  A: -9%	B: -36	C: -2%	D: 5%	E: 6%	F: 7%
> CC(=O)NC1C(O)OC(CO)C(O)C1O (configuration not stated)
  A: -8%	B: 91	C: -4%	D: -19%	E: ·	F: 18%
> O=C(O)c1ccc(NS(=O)(=O)c2ccc(C(=O)Nc3ccccc3)cc2)cc1
  A: 7%	B: 27	C: -5%	D: 2%	E: ·	F: ·
> Cc1cccc(NCc2ccccc2OCc2ccccc2F)c1
  A: 1%	B: ?	C: -9%	D: ?	E: 0%	F: -3%
> CCN1CCN(c2ccc(S(=O)(=O)N3CCCCC3)cc2NC(=O)/C=C/c2ccc(Cl)cc2)CC1
  A: ·	B: 4	C: 37%[activator][11.6 µM]	D: ·	E: ·	F: 32µM*
> Cc1ccc(NC(=O)NC(=O)N(c2ccccc2)S(C)(=O)=O)cc1
  A: 9%	B: 70	C: 0%	D: 2%	E: 4%	F: 11%
> C=CCCC(=O)Nc1nc(C)c(-c2csc(Nc3cc(OC)ccc3OC)n2)s1
  A: -4%	B: -1	C: -14%	D: -3%	E: 1%	F: 3.2µM*
> O=c1[nH]c(=S)c2[nH]c(=S)n(-c3ccccc3)c2[nH]1
  A: ·	B: -7	C: 65%[activator]	D: ·	E: ·	F: 3%
> CC(C)CNc1nc(Oc2ccc(OCC(N)=O)nn2)nc(N2CCOCC2)n1
  A: 0%	B: 41	C: ·	D: 18%	E: ·	F: ·
> COC(=O)C(C)Sc1ccc2nnc(CCNS(=O)(=O)c3ccc(C)cc3)n2n1 (configuration not stated)
  A: 8%&1%	B: 13&20	C: 4%	D: 7%&13%	E: 6%	F: 9%
> COC(=O)c1ccc(/C=N/Nc2nc3ccccc3[nH]2)cc1
  A: 5%	B: -40	C: 5%	D: 3%	E: -2%	F: 3%
> CCOc1ccc(C(C)NC(=O)c2ccccc2F)cc1 (configuration not stated)
  A: -3%	B: 6	C: 11%	D: -10%	E: 2%	F: 9%
> CCOc1ccc(NC(=O)C[n+]2ccc(N(C)C)cc2)cc1
  A: -7%	B: -97*	C: -5%	D: -9%	E: -10%	F: 13%
> COc1ccc(Cl)cc1NC(=O)C(C)Sc1nnc(C2CC2)n1C1CC1 (configuration not stated)
  A: 1%	B: -29	C: -1%[11.6 µM]	D: -2%	E: ·	F: 6%
> COCCCNC(=O)c1ccc2c(c1)CCN2S(C)(=O)=O
  A: -6%	B: 35	C: 3%	D: -3%	E: 17%	F: -24%
> CCN(CC)C(=O)c1sc(NC(=O)c2cccs2)c(C#N)c1C
  A: 16%	B: ?	C: -5%	D: -2%	E: 1%	F: 5%
> CC(=O)Nc1ccc(C2=NN(c3ccccc3)C(c3cccs3)C2)cc1 (configuration not stated)
  A: 3%	B: -17	C: -4%	D: 2%	E: -6%	F: -21%
> COC(=O)c1cc(-c2c(C)oc3cc(OC)ccc3c2=O)c(C)o1
  A: 1%	B: -15	C: 0%	D: -1%	E: 6%	F: ?
> CCCc1cnc2c(c1SCC(=O)Nc1ccc(C)c(Cl)c1)c(=O)n(C)c(=O)n2C
  A: -5%	B: -24	C: ·	D: -7%	E: ·	F: ·
> CCc1ccccc1NS(=O)(=O)c1cc(Br)cc2c1N(C(=O)C1CC1)CC2
  A: 0%	B: ?	C: ·	D: -4%	E: ·	F: ·
> CN(CC(=O)Nc1ccc(F)c(F)c1F)C(=O)/C=C/c1ccco1
  A: ·	B: 13	C: 7%	D: ·	E: ·	F: 2%
> COc1ccc(NC(=O)c2cccc([N+](=O)[O-])c2)cc1
  A: 6%	B: 6	C: 1%	D: 11%	E: -18%	F: ?
> COc1ccc(NS(=O)(=O)c2cc(NC(=O)c3ccccc3)ccc2N2CCOCC2)cc1
  A: ·	B: 13	C: -6%	D: ·	E: ·	F: ?
> CCOc1ccc(NC(=O)NCc2ccccn2)cc1
  A: -1%	B: -8	C: -5%	D: ?	E: -4%	F: 6%
> CN(Cc1cccc(F)c1)C(=O)C(c1ccccc1)c1ccccc1
  A: -29%	B: ?	C: 7%	D: 1%	E: 4%	F: -14%
